PG9 binder: binders of HIV-1 gp120 antibody PG9, primary screen, biochemical, TR-FRET; HIV-1 gp120 / PG9 antibody interaction; TR-FRET gp120-PG9 antibody binding; inhibition, % at 6.7 µM; 0.43% of 360,000 active; AID 624416, 2012; in the data active means inhibition above about 8.5%
UHRF1 binding: UHRF1 methylated DNA binding inhibitors, primary screen, counter-screen for MBD2 inhibitor project, biochemical, TR-FRET, human UHRF1, single concentration; E3 ubiquitin-protein ligase UHRF1 (Homo sapiens), Q96T88; UHRF1 binding to methylated oligo; inhibition, % at 4.4 µM; 0.75% of 370,000 active; AID 687016, 2013; in the data active means inhibition above about 21%;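 further: UHRF1 SRA domain binding a hemimethylated CpG hairpin DNA probe; 0% = median of test compound wells and 100% = reference inhibitor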
PRMT1 inh: PRMT1 methyltransferase inhibitors, primary screen, biochemical, fluorescence polarization; recombinant PRMT1, activity-based probe fluorescence polarization; inhibition, % at 2.79 µM; 1.3% of 370,000 active;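 active means inhibition above about 21% made by adding two undisclosed values, limit read from the data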
LEDGF integ inh: blockers of LEDGF/p75-dependent integrase strand transfer – biochemical, TR-FRET, high throughput, primary screen | TR-FRET IN-LEDGF/p75 DNA integration, Eu/Cy5 | inhibition, % at 3.7 µM | 0.64% of 370,000 active | AID 743269, 2014 | HIV-1 integrase (with human LEDGF/p75);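 active means inhibition above the screen-wide mean plus 3 SD, cut at about 13% in these data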;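 further: signal is the Cy5 over europium emission ratio at 671 and 618 nm; 0% = plate median of compound wells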
Rev-erbA mod: modulators of Rev-erb alpha DNA binding, primary screen, biochemical, FITC-DNA, fluorescence polarization, uHTS. Rev-erbα–FITC-DNA binding, 90 min. activity, % at 10 µM. 0.79% of 370,000 active. Nuclear receptor subfamily 1 group D member 1 (Homo sapiens), P20393. AID 1259318, 2017;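 active means activity above about 14%, limit read from the data; passing the limit was not always enough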;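 further: 0% = DMSO wells with 35 nM protein and 100% = DMSO wells with 750 nM protein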
MBD2 DNA inh: inhibitors of MBD2 binding to methylated DNA, primary screen, biochemical, TR-FRET, DNA-binding domain, human; MBD2 binding to methylated oligonucleotide; inhibition, % at 4.4 µM; 0.31% of 370,000 active; in the data active means inhibition above about 13%
Target sequence (Q9UBB5 whole entry, looked up, the tested form may be a part): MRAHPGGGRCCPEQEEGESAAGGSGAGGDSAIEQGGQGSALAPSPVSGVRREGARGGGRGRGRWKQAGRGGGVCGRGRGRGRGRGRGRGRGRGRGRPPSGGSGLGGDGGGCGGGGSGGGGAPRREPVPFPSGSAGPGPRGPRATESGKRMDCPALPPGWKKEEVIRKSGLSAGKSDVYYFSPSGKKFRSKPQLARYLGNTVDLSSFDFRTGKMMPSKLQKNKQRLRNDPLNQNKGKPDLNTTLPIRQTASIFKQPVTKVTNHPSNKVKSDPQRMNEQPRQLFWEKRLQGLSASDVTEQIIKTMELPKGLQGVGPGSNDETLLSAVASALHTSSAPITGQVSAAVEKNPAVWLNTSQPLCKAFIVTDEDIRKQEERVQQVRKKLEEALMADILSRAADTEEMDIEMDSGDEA
rCAG RNA binder: binders of r(CAG) RNA repeats, primary screen, biochemical, fluorescence | r(CAG) RNA repeat, TO-PRO-1 dye displacement fluorescence | inhibition, % at 3 µM | 1.3% of 370,000 active;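 active means inhibition above the plate cutoff, the mean of all test compounds on that plate plus 3 SD, cut at about 35% in these data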;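 further: 0% = DMSO alone and 100% = 100 µM mitoxantrone as full dye displacement; higher means more dye released from RNA so lower well fluorescence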
TCR CD3 inh: inhibitors of human TCR-CD3 interaction, primary screen, biochemical, fluorescence, TAMRA-labeled TCR probe. 0.37% of 360,000 active. AID 651800, 2012. T-cell receptor (TCR). inhibition, % at 9.4 µM; in the data active means inhibition above about 19%;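 further: recombinant mutant TCR 2C K166C tagged with TAMRA read by polarization; 0% = receptor in buffer alone and 100% = receptor with positive control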
ABHD4 inh: ABHD4 inhibitors, primary screen, biochemical, fluorescence polarization, mouse; purified mABHD4, FP-Rh probe fluorescence polarization; inhibition, % at 8.92 µM; 0.54% of 370,000 active; AID 720543, 2013;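 active means inhibition exceeding the mean over every tested compound plus 3 SD, cut at about 30% in these data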;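 further: 0% = plate median of compound wells and 100% = S159A mutant with DMSO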
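Assay system: mABHD4 protein; medium: HEPES pH 7.0, NaCl, Pluronic buffer; dosing: 8.92 µM, single dose; schedule: 45 min + 60 min at 25 °C; signal: FP readout, ex 525 nm / em 598 nm; read-out: normalized percent inhibition of probe labeling; repeats: single replicate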
HTRA1 inhibitor: HTRA1 serine protease inhibitors, primary screen, biochemical, fluorescence polarization, HTS | Q92743 | recombinant HTRA1, FP-rhodamine activity-based probe | inhibition, % at 5.96 µM | 0.5% of 340,000 active; in the data active means inhibition above about 36%;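 further: 0% = enzyme with DMSO and 100% = wells lacking enzyme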
Target sequence (Q92743 whole entry, looked up): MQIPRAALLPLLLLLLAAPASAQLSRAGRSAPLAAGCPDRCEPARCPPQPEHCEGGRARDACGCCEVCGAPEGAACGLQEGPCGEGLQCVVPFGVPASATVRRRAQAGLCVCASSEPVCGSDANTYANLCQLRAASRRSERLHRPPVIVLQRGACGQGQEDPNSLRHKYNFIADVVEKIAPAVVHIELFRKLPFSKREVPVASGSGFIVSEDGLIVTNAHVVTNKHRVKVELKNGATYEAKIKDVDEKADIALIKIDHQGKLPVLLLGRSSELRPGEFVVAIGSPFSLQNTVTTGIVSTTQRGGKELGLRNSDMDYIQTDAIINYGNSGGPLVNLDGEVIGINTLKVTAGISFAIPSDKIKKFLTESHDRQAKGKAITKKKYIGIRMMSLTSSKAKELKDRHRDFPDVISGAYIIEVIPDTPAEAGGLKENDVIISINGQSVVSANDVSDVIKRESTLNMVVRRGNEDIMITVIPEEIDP
Numbers without * were called inactive; · = no result given.

SMILES	PG9 binder	UHRF1 binding	PRMT1 inh	LEDGF integ inh	Rev-erbA mod	MBD2 DNA inh	rCAG RNA binder	TCR CD3 inh	ABHD4 inh	HTRA1 inhibitor
COC(=O)C1=CO[C@@H](O[C@@H]2OC(CO)[C@@H](O)[C@@H](O)[C@@H]2O)C2C1CC[C@]2(C)O (stereo partly specified)	-0.6	0.2	10.4	3.5	-0.7	-3.3	-1.2	-2.0	-5.8	-3.3
COCCN1C=C(C(=O)OC)C(c2cc(Br)c(OC)c(OC)c2)C(C(=O)OC)=C1	-0.4	0.8	-1.1	-0.5	-4.6	3.0	5.0	4.8	1.6	-1.8
COc1ccc(-c2noc(N3CCC(C(=O)Nc4ccc(F)cc4F)CC3)n2)cc1	-0.6	-0.2	2.9	2.3	5.2	3.3	1.9	1.9	-4.0	-1.1
Cn1ncc([N+](=O)[O-])c1C(=O)Nc1ccc(-c2nc3ccccc3o2)cc1	-1.1	-3.2	0.9	34.6*	-1.2	-5.8	13.2	-1.8	-4.7	-4.0
CCOc1ccc(-n2c(C)nc(O)c2N=Nc2ccccc2)cc1	0.4	-0.8	0.4	-8.4	-3.6	-2.0	0.9	1.9	6.8	-1.7
O=c1[nH]c(=S)[nH]c2c1C(c1ccc(Cl)cc1)OC(C1CCCCC1)C2 (stereo unspecified)	0.6	-1.9	-1.9	-0.1	-0.5	-2.0	6.7	-6.9	-2.6	·
O=C(CN1c2cccc3cccc(c23)S1(=O)=O)NCCc1ccccc1	0.5	-1.1	2.5	-3.9	8.9	-4.1	5.5	-2.8	-1.2	-9.6
N#C/C(=C(/O)CCl)c1nc2ccccc2[nH]1	-0.9	-3.0	5.0	-3.8	-1.9	-0.6	7.9	12.3	20.5	6.1
Cc1ccc(S(=O)(=O)N2CCOCC2)cc1NC(=O)COC(=O)c1cc(=O)[nH]c2ccccc12	1.1	-0.3	-1.1	1.8	5.6	-3.7	10.7	9.9	9.7	0.5
O=C(COC(=O)c1cnc(Cl)c(Cl)c1)NC1CCCCCC1	4.8	-1.3	1.8	-0.3	-4.5	1.9	0.5	-1.7	0.5	-0.6

The last four compounds of the part before are carried over, then new ones follow.
SMILES	PG9 binder	UHRF1 binding	PRMT1 inh	LEDGF integ inh	Rev-erbA mod	MBD2 DNA inh	rCAG RNA binder	TCR CD3 inh	ABHD4 inh	HTRA1 inhibitor
O=C(CN1c2cccc3cccc(c23)S1(=O)=O)NCCc1ccccc1	0.5	-1.1	2.5	-3.9	8.9	-4.1	5.5	-2.8	-1.2	-9.6
N#C/C(=C(/O)CCl)c1nc2ccccc2[nH]1	-0.9	-3.0	5.0	-3.8	-1.9	-0.6	7.9	12.3	20.5	6.1
Cc1ccc(S(=O)(=O)N2CCOCC2)cc1NC(=O)COC(=O)c1cc(=O)[nH]c2ccccc12	1.1	-0.3	-1.1	1.8	5.6	-3.7	10.7	9.9	9.7	0.5
O=C(COC(=O)c1cnc(Cl)c(Cl)c1)NC1CCCCCC1	4.8	-1.3	1.8	-0.3	-4.5	1.9	0.5	-1.7	0.5	-0.6
O=S(N1CCCCC1)C12CC3CC(CC(C3)C1)C2 (stereo unspecified)	-0.6	-1.8	-1.3	-2.2	1.9	-1.5	-3.8	4.3	1.0	-1.8
CCc1ccc2[nH]c(=O)c(CN(Cc3ccco3)C(=S)NCC3CCCO3)cc2c1 (stereo unspecified)	-1.2	-1.2	-2.9	6.8	-7.7	-2.5	-4.1	0.7	-5.8	-10.2
CCc1cccc2[nH]c3cc([N+](=O)[O-])ccc3c12	-0.6	-0.2	0.1	-8.0	2.1	-0.8	11.2	-5.7	-1.7	-18.6
CCCSc1ccc([C@H]2N[C@@](CC(C)C)(C(=O)OC)[C@H]3C(=O)N(CC)C(=O)[C@@H]23)cc1	-0.7	-1.6	-1.2	2.2	-1.4	-0.3	-8.8	2.6	4.0	-1.9
COc1ccc(C)cc1S(=O)(=O)NC1CCCCC1	0.9	6.5	4.4	-1.7	3.0	3.3	0.5	-3.6	10.3	-0.8
Cc1c(C(=O)O)sc(S(=O)(=O)N2CCN(C(=O)Cc3ccccc3)CC2)c1C(=O)O	0.6	-2.0	1.9	2.0	-6.4	0.7	1.7	-8.2	2.3	1.5
O=C(O)c1cccc(NS(=O)(=O)c2ccc(NC(=O)c3ccco3)cc2)c1	1.6	1.6	-1.9	-2.1	2.9	-1.7	1.5	7.8	5.5	·
O=C1c2ccccc2C(O)(Cc2ccccc2)N1Cc1ccco1 (stereo unspecified)	-0.5	-0.7	1.6	-1.9	-4.7	1.0	0.4	8.6	-4.8	0.8
O=C(CN1CCN(S(=O)(=O)c2ccc(Br)cc2)CC1)N/N=C/c1ccccc1C(=O)O	0.4	-0.6	2.7	0.2	0.3	0.1	5.8	-5.2	1.3	1.7
Oc1ccc2ccccc2c1/C=N/n1cnnc1	0.5	0.3	5.2	0.1	-5.0	-0.7	8.2	-6.4	2.1	-2.5
COc1ccc(/C=C/C(=O)N2CCOCC2)cc1OC	0.6	4.4	2.9	-4.1	-6.2	-2.3	-1.1	-10.5	1.9	2.5
Oc1ccc(/C=N/Nc2ncnc3c2ncn3Cc2ccccc2)cc1O	-1.7	4.0	0.2	17.9*	-25.2	8.2	26.7	53.4*	29.1	49.2*
CC1(C)C([N+](=O)[O-])C(c2ccc(O)cc2)NC(c2ccc(O)cc2)C1[N+](=O)[O-] (stereo unspecified)	-1.5	0.4	-0.8	0.9	-2.0	2.1	-1.6	7.6	-10.5	-110.1
Cc1ccc(S(=O)(=O)N(C)C[C@H]2Oc3cc(C#CC4CCCC4)ccc3S(=O)(=O)N([C@H](C)CO)C[C@H]2C)cc1	-0.2	21.5*	0.9	0.2	2.7	5.5	12.4	-0.1	-6.2	-56.5
Cc1cc(C(=O)Nc2ccc(C(=O)O)cc2)c(-c2ccccc2)o1	0.8	1.4	-0.5	3.0	-4.2	3.4	1.1	-4.5	-27.1	-1.4
Cc1onc(-c2ccccc2Cl)c1C(=O)N(C)C1CCCCC1	0.4	-3.1	-3.7	7.3	-3.3	-3.2	3.5	3.6	5.8	-10.7
O=C(COC(=O)/C=C/c1ccc(S(=O)(=O)N2CCOCC2)cc1)NC1CCCCCCC1	0.1	1.4	-3.5	3.6	-4.3	-1.5	-2.7	3.9	-6.1	-14.2
COc1ccc(/C=C/C(=O)OCC(=O)NC2CCCCCC2)cc1OC	1.3	1.4	-6.2	-0.5	2.0	-0.7	-1.4	-7.4	4.7	-3.9
O=C(N/N=C/c1cccc(OC(=O)c2ccc([N+](=O)[O-])cc2)c1)c1cccnc1	-1.8	0.2	-1.4	0.2	3.3	-3.3	1.1	5.2	-5.6	6.0
CCOc1ccc(C(=O)Nc2ccncc2)cc1	0.3	2.1	1.0	0.9	2.8	-2.6	-3.0	3.8	-0.8	-8.0
Cc1nn(CC(=O)NCc2cccnc2)c(=O)c2ccccc12	1.2	6.8	-1.1	0.1	1.4	3.1	-0.9	9.7	3.7	2.2
O=[N+]([O-])c1ccc(N2CCCCCC2)c(S(=O)(=O)N2CCCCC2)c1	0.4	3.5	4.4	5.2	2.8	0.1	5.2	-0.4	-7.9	-29.4
Cc1cc(C(=O)N/N=C/c2c[nH]c3ccccc23)cs1	-1.6	1.8	6.5	-6.9	3.8	4.8	6.1	0.8	-8.5	-0.7
CCS(=O)(=O)N1CCN=C1SCc1ccccc1	-0.3	1.6	1.1	-3.9	3.2	-0.2	-0.5	1.5	5.2	-3.8
O=C(Cc1ccc(Cl)cc1)Nc1ccc(CN2CCCCC2)cc1	0.1	-2.5	-7.0	3.6	9.9	2.6	-1.1	1.6	-5.8	-0.9
COC(=O)c1cc(C(=O)Nc2nnc(C3CC3)s2)cc([N+](=O)[O-])c1	0.3	-2.8	-5.5	2.4	3.2	-2.3	10.5	-3.7	1.5	-4.3
CCc1nnc(NC(=O)CSc2nnc3c(n2)[nH]c2ccccc23)s1	0.5	-2.5	1.5	-0.3	2.2	0.7	1.2	7.2	0.6	0.3
CS(=O)(=O)c1nsc2nc(=O)c(/C=C3\C=Nc4ccccc43)c(N)n12	-2.1	8.0	2.3	1.4	-0.6	1.8	43.8*	-7.9	-22.9	-5.5
Cc1ccc(/C=C/C(=O)OCn2nnc3ccccc3c2=O)o1	0.3	2.5	4.8	-5.9	-4.4	0.9	-7.5	-2.2	8.8	-1.7
CCc1ccc(C(=O)NCc2ccc(Cl)cc2)cc1	-0.6	4.2	-0.9	-6.3	-7.6	2.3	-4.3	2.6	1.9	0.4
CCCN1Cc2cccc(C(=O)N3CCN(c4ccc(OC)cc4)CC3)c2C1=O	-1.0	2.0	0.2	-2.7	-4.0	5.9	-5.7	-0.7	6.8	-0.5
CN1c2ccccc2C(=O)/C(=C\Nc2ccc(F)cc2)S1(=O)=O	-0.4	0.7	-0.4	0.3	1.5	-4.7	4.2	-5.0	-1.5	3.5
CCCCNC(=O)Cc1ccc(Br)cc1	-1.5	-0.3	-4.3	-1.0	-0.3	-1.4	-2.0	8.3	-3.4	4.4
Clc1ccc(-c2cn3cccnc3n2)cc1Cl	0.1	-0.2	0.4	1.1	-1.5	4.2	6.1	-0.6	-13.5	-17.2
NC(=O)CC(NC(=O)c1ccccc1)c1ccc(N2CCC(Br)CC2)c([N+](=O)[O-])c1 (stereo unspecified)	-1.6	-1.0	2.8	0.5	-9.1	-2.2	5.3	1.1	-2.2	3.0
O=S(=O)(c1ccc(N2CC=C(c3ccccc3)CC2)nc1)N1CCCC1	-1.4	2.4	1.4	0.9	-0.5	3.4	-2.2	6.0	-7.4	-14.4
COc1ccccc1N1CCN(C(=O)C2CCN(S(=O)(=O)c3ccccc3)CC2)CC1	0.3	0.5	-5.4	3.8	-1.6	2.6	-6.6	4.6	-12.7	8.7
CCN(CC(=O)Nc1ccccc1C(=O)OC)S(=O)(=O)c1ccc(OC)cc1	2.1	-1.6	0.5	-2.0	-2.0	0.2	-5.6	6.2	4.6	-15.0
Cn1c(=O)n(CC(=O)NC2CCCCC2)c(=O)c2ccccc21	-0.1	2.9	1.6	-1.9	0.5	-2.2	0.2	0.6	1.4	7.6
CCCS(=O)(=O)N1CCCC(C(=O)NCc2cccnc2)C1 (stereo unspecified)	0.9	1.8	-0.8	0.3	-8.0	-3.2	2.3	4.1	1.2	-4.3
COc1ccc(CNC(=O)C2CC(=O)N(c3ccc(OCC(=O)N4CCCCC4)cc3)C2)cc1 (stereo unspecified)	-1.6	1.9	0.6	3.2	-1.4	-0.4	-7.7	2.0	0.4	0.7
Cc1nc2c(-c3ccc(F)cc3)c(C)nn2c(C)c1CCC(=O)NC(C)CCc1ccco1 (stereo unspecified)	1.0	-0.9	6.7	3.6	4.4	-4.6	6.0	9.2	-2.4	-13.5
COc1ccc(OC)c(C(=O)CSc2nnc(SCc3cccc4ccccc34)s2)c1	·	-0.5	-1.8	-2.4	-4.6	-0.2	9.2	·	2.0	·

An excerpt; rates above refer to the full screens.
